# MT1-MMP act inh = blockers of MT1-MMP proenzyme processing, primary screen, HT1080 RFP-PRO-GFP cells, GFP/RFP fluorescence. 0.061% of 360,000 active. GFP/RFP ratio change, % at 20 µM. GFP/RFP ratio fluorescence, overnight; percent of plate control window, DMSO zero. AID 651647, 2012;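 active = GFP/RFP ratio change of at least 30% with cell ATP level not reduced by more than half and red fluorescence within 50% of control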; note: strong numbers were not always called active
#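 Material – HT1080 RFP-PRO-GFP cells · Control set – DMSO wells and RFP-L50D-GFP cells · Incubation – overnight cell settling, then overnight compound exposure, 37 °C, 5% CO2 · Compound dosing – single-point 20 µM compound, 1% DMSO · Read-out – GFP/RFP fluorescence ratio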
# PABP1 MLLE inh = inhibitors of PABP1 MLLE–PAM2 peptide binding, primary screen, biochemical, fluorescence polarization, FITC-PAM2, GST-MLLE. Polyadenylate-binding protein 1 (Homo sapiens), P11940. inhibition, % at 20 µM. 0.36% of 360,000 active. AID 588489, 2011; in the data active = inhibition above about 35%, passing the limit was not always enough;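 note: plate controls were DMSO wells with GST-MLLE for no effect and wells lacking GST-MLLE protein for full effect; some results filed as inactive read as strong as hits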
# Target sequence (P11940 whole entry, looked up): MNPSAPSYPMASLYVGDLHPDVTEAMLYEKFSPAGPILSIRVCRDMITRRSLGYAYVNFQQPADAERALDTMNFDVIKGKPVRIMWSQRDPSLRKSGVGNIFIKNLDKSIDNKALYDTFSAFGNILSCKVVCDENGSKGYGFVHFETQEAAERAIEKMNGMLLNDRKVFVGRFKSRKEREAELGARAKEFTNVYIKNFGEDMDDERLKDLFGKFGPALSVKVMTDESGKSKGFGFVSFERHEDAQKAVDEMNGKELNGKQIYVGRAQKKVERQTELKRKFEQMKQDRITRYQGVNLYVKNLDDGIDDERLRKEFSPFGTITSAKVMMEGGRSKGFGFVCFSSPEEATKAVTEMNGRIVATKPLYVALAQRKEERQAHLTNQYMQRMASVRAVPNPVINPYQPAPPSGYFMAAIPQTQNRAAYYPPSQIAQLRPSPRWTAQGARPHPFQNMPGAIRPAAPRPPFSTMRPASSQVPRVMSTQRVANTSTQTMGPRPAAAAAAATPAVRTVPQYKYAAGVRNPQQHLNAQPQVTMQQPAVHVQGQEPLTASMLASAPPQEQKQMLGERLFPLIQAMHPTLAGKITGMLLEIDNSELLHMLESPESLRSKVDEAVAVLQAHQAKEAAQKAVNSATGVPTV
# Rin1 Abl inh = inhibitors of Rin1-Abl protein binding, primary screen, biochemical, TR-FRET. Tyrosine-protein kinase ABL1 (Homo sapiens) + Ras and Rab interactor 1 (Homo sapiens), …. inhibition, % at 7.35 µM. 0.4% of 360,000 active. AID 588664, 2011; in the data active = inhibition above about 5%, passing the limit was not always enough
# MsrA inh = bovine MsrA enzyme inhibitors, primary screen, biochemical, absorbance, HTS; purified bovine MsrA, absorbance read-out; inhibition, % at 15.5 µM; 0.75% of 360,000 active; AID 651718, 2012; in the data active = inhibition above about 4.5%;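 note: 0% = vehicle wells with enzyme and 100% = reference inhibitor wells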
# bovine MsrA act = bovine MsrA enzyme activators, primary screen, biochemical, absorbance, HTS; Methionine sulfoxide reductase A (Bos taurus); purified bovine MsrA, absorbance read-out; activation, % at 10.6 µM; 0.3% of 360,000 active; in the data active = activation above about 7.5%;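 note: 0% = vehicle and 100% = reference activator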
# Rpn11 block = Rpn11 (PSMD14) deubiquitinase inhibitors, primary screen, biochemical, fluorescence polarization, uHTS. human 26S proteasome, Ub4-pepOG fluorescence polarization; 20S core pre-blocked with epoxomicin. calls only at 20 µM. 0.59% of 360,000 active. AID 588493, 2011;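 active = inhibition at 20 µM, scaled to each plate's controls, above about 33%, limit read from the data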
# eLon inh = inhibitors of E. coli Lon protease, primary screen, biochemical, fluorescence polarization. purified E. coli Lon protease. 0.42% of 360,000 active. AID 602123, 2011. inhibition, % at 7.94 µM. P0A9M0; in the data active = inhibition above about 13%, passing the limit was not always enough;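 note: 0% = enzyme with probe and DMSO and 100% = no enzyme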
# CSN inh = inhibitors of CSN-mediated cullin deneddylation, primary screen, biochemical, fluorescence polarization, uHTS; inhibition, % at 12.5 µM; Purified CSN, SCF-Nedd8-OG deneddylation; AID 651999, 2013; 0.38% of 360,000 active; COP9 signalosome complex subunit 5 (Homo sapiens), Q92905;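 active = pattern-corrected inhibition above about 35%, with an unprinted fluorescence ratio check between 0.5 and 1.5, limit read from the data, passing the limit was not always enough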;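 note: 0% = enzyme with substrate and 100% = substrate without enzyme; some results filed as inactive read as strong as hits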
# Target sequence (Q92905 whole entry, looked up, one chain of several): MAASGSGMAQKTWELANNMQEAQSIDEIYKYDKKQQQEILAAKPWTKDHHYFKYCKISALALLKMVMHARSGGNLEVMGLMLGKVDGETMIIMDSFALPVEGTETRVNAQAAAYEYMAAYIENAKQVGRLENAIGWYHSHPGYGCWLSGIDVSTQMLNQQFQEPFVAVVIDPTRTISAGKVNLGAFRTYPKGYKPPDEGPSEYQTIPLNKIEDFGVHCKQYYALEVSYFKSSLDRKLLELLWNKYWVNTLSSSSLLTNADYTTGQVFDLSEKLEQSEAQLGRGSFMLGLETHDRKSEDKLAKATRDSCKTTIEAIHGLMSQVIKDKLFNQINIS
#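 Material: human Csn5 produced in HEK293T cells; Input: enzyme 0.24 nM; Reagent: SCFSkp2-Nedd8OG substrate at 10 nM final; Dosing: 12.5 µM compound; Incubation: 90 min reaction at room temperature; Detection: fluorescence polarization of the substrate; Evaluation: % inhibition of substrate cleavage by Csn5; Control set: substrate-only high control, full reaction low control.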
# FAS-TE inh = FAS thioesterase domain inhibitors, primary screen, biochemical, fluorescence intensity, uHTS | Fatty acid synthase (Homo sapiens), P49327 | recombinant FAS-TE, OMFH fluorogenic substrate, fluorescence endpoint | inhibition, % at 15 µM | 0.67% of 360,000 active;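 active = compounds whose normalised, plate-corrected inhibition of enzyme fluorescence in the single-dose primary screen is 50% or more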;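 note: 0% = DMSO with enzyme and 100% = substrate without enzyme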
# * hit, by the source's call; i = inactive; nt = not tested or not shown.
# Values run as follows: MT1-MMP act inh	PABP1 MLLE inh	Rin1 Abl inh	MsrA inh	bovine MsrA act	Rpn11 block	eLon inh	CSN inh	FAS-TE inh
> Cc1cccc(CSCCNC(=O)c2ccc(N(C)S(=O)(=O)c3ccccc3)cc2)c1
 : 4	21	-3	-0.4	-1	i	13	0	11
> Cc1ccc2ccccc2c1COC(=O)c1nonc1N
 : 6	3	0	-0.4	-3	i	-5	0	14
> CC(C)c1ccc(N2C(=O)C3C4C=CC(CC4)C3C2=O)cc1 (stereo not given)
 : 4	-5	1	0.6	-6	i	2	-1	0
> O=C(OCc1nc2scc(-c3ccccc3)c2c(=O)[nH]1)c1cc([N+](=O)[O-])ccc1Cl
 : 0	-13	0	0.4	-4	i	-11	-5	11
> Cc1cccc([C@@H]2[C@@H]3C(=O)N(Cc4ccccc4)C(=O)[C@@H]3[C@]3(Cc4ccccc4)C(=O)N(c4cccc(F)c4)C(=O)N23)c1
 : 2	2	3	-0.7	-4	i	6	-1	92*
> O=c1cc[nH]c2ccc(Cl)cc12
 : 0	7	-1	1.1	-1	i	3	-2	-8
> Cc1ccc([C@H]2C[C@@H](O)[C@H](n3cc(C4CC4)nn3)CN2Cc2cccs2)cc1
 : 5	13	0	0.9	-1	i	-6	-2	7
> Cc1ccc2c(c1)N(CCC(=O)NCc1ccco1)C(=O)CO2
 : 6	-2	1	0.6	-2	i	4	-3	-4
> Nc1nc(SCC(=O)Nc2ccc([N+](=O)[O-])cc2)n[nH]1
 : -1	-11	-5	3.0	-4	i	-5	1	-20
> COc1ccc(-n2nc(C(=O)NCC(=O)NCc3ccccc3OC)c3ccccc3c2=O)cc1
 : 0	5	2	-0.7	-4	i	4	-1	4
> Cc1cc(C)n(-c2ccc(C(=O)N3CCN(S(=O)(=O)c4ccc(C(C)C)cc4)CC3)cc2)n1
 : 6	-11	-3	0.6	-10	i	-15	-4	24
> O=c1c(-c2ccc(F)cc2)[n+]([O-])c2ccccc2n1OCc1ccccn1
 : -1	1	-2	-0.6	-3	i	-6	2	1
> O=C1c2ccccc2C(=O)N1CC(O)COc1ccc(Cl)cc1 (stereo not given)
 : 1	-5	2	-0.4	-1	i	5	-3	-2
> O=C(O)CN1CCN(Cc2ccccc2)C1=O
 : 7	-11	-2	-1.4	-2	i	-6	-1	-1
> O=C(NCCN1CCCCC1)Nc1cccc(F)c1
 : 0	2	1	-0.3	-1	i	-7	-3	-6
> CCCCCn1c(N)c(-c2nc3ccccc3o2)c2c([N+](=O)[O-])nn(C)c(=O)c21
 : -3	1	0	-0.6	-4	i	6	-4	0
> N#CCC(=O)Nc1ccc(C(=O)N2CCN(c3ccccn3)CC2)cc1
 : 2	-16	1	0.2	-1	i	-15	5	-2
> CCC(C(=O)NCCN1CCOCC1)n1nc(C)n2c(cc3sccc32)c1=O (stereo not given)
 : 0	7	2	-0.8	-3	i	-9	0	-8
> Cc1ccc(NC(=O)CSc2nnc(C)n2C2CC2)cc1S(=O)(=O)N1CCOCC1
 : 2	-6	1	1.0	-2	i	6	1	-8
> Cc1cccc2c1cnn2C(=O)CCC(=O)NCc1ccc(F)cc1
 : -3	-2	-2	1.3	-4	i	1	0	-4
> CC(=O)N1C(=O)/C(=C2\SC(=S)N(NS(=O)(=O)c3ccc(C)cc3)C2=O)c2ccccc21
 : 5	29	0	-0.4	-5	i	-9	-1	27
> C[C@]12C=CC(=O)C=C1CC[C@@H]1[C@@H]2[C@@H](O)C[C@@]2(C)[C@H]1CC[C@]2(O)C(=O)CO
 : -3	-3	-2	-1.4	-3	i	-5	3	1
> CCOC(=O)c1ccc(N=CC2=C(O)CC(C)(C)CC2=O)cc1
 : 4	6	-4	1.9	-5	i	-4	-6	-4
> Cc1cc(C(=O)OCC(=O)c2ccc(Cl)c([N+](=O)[O-])c2)c2cccc(C)c2n1
 : -3	1	-3	0.5	-4	i	-4	-4	33
> COc1ccc(NC(=O)Nc2ccc3c(c2)C(=O)N([C@H](C)CO)C[C@H](C)[C@@H](CN(C)C(=O)Nc2c(C)noc2C)O3)cc1
 : 2	8	0	-2.4	0	i	5	-4	-7
> COc1cccc(CN(C)C(=O)c2cc(S(=O)(=O)NC3CCCCC3)ccc2C)c1
 : -2	-2	-2	-0.2	-3	i	-5	-1	5
> COc1ccccc1/C=N/NC(=O)c1cccc(OC(F)(F)C(F)F)c1
 : -1	-4	0	1.3	2	i	2	2	16
> COc1ccc(CNc2nc3ccccc3n2C(C)C)cc1
 : -3	1	1	0.1	-2	i	2	0	1
> O=C1C2=C(c3ccccc31)[N+](=O)[C@@H]1CCCC[C@@H]1N2[O-]
 : 4	8	-4	-0.2	-11	i	-4	1	9
> CN1CCN(C(=O)c2ccc3c(=O)n(Cc4ccc(Cl)cc4)c(=S)[nH]c3c2)CC1
 : 7	-61	1	-0.3	2	i	-1	3	6
> CCCCCC(=O)Nc1cc(S(=O)(=O)N2CCOCC2)ccc1Oc1ccc(OCC)cc1
 : -6	-1	2	-1.1	-2	i	-2	0	30
> CN1CCN(c2ccc(C(CC(N)=O)NC(=O)c3ccccc3)cc2[N+](=O)[O-])CC1 (stereo not given)
 : 1	-4	0	0.0	0	i	-4	2	-15
> O=S(=O)(CCc1nnc(-c2ccc(Br)cc2)o1)c1ccc(Cl)cc1
 : 0	-1	0	-1.0	0	i	4	-2	24
> COc1ccc(C(=O)C2CCCN(C(=O)c3ccc(CSC)o3)C2)cc1F (stereo not given)
 : -3	2	6	-0.2	-5	i	-9	-2	0
> Cc1nn(-c2ccc(NC(=O)c3ccncc3)cc2)c(C)c1Cl
 : 5	-14	0	0.1	-2	i	-9	-5	-9
> CCOC(=O)Cn1c(=O)oc2cc(S(=O)(=O)Nc3ccc(F)cc3)ccc21
 : 2	13	4	0.3	-8	i	-3	6	-3
> COC(=O)C1=C(C)Nc2sc(C(N)=O)c(N)c2C1c1ccncc1 (stereo not given)
 : -2	4	1	1.3	-11	i	7	-2	-9
> CCc1nc2c(OCC(=O)C(C)(C)C)cccn2c1N(C)C(=O)Nc1ccccc1OC
 : -7	-11	3	2.4	-12	i	-3	1	-1
> CC(c1nc2ccccc2c(=O)[nH]1)N(C)CCOc1ccc(Cl)cc1 (stereo not given)
 : 1	-3	-6	0.3	-6	i	6	-1	22
> Cc1ccccc1C(=O)Nc1ccc(C(=O)N/N=C/c2ccc(O)c(Br)c2)cc1
 : -2	3	-2	4.6*	-4	i	0	3	-2
> CNc1ccc(S(=O)(=O)NC)cc1[N+](=O)[O-]
 : 6	9	0	-0.1	-9	i	-2	-2	-5
> O=C(O)CCC1COc2ccccc2O1 (stereo not given)
 : 4	3	-5	0.4	0	i	-2	1	-7
> COC(=O)Cn1c(=NC(=O)CN2C(=O)CCC2=O)sc2cc(S(N)(=O)=O)ccc21
 : 3	16	-2	-1.7	-2	i	10	8	-7
> c1nc2nc3c(c(N4CCOCC4)n2n1)CCCC3
 : 0	1	2	1.0	-4	i	-9	4	-7
> CCN(CC)S(=O)(=O)c1cc(NC(=O)CCn2[nH]c(=O)ccc2=O)ccc1C
 : -2	-3	2	-0.3	-9	i	4	4	-7
> CCCOC(=O)C1=C(C)NC2=C(C(=O)CCC2)C1c1cccc(OC)c1OC (stereo not given)
 : 3	-11	0	1.9	-7	i	0	5	-7
> O=C(COc1nnc2ccccn12)N1CCN(S(=O)(=O)c2ccccc2)CC1
 : 4	6	-3	-0.4	0	i	1	2	-7
> O=C(Nc1cccc(F)c1)c1cc(S(=O)(=O)N2CCOCC2)ccc1N1CCCC1
 : 0	-10	1	nt	2	i	2	-4	4
> CC(C)C(OC(=O)Cn1nnc2ccccc21)C(=O)NC1CCCC1 (stereo not given)
 : 3	8	-2	0.4	-2	i	1	3	-5
> CN(CCc1ccccn1)C(=O)CCC1CCCN(C(=O)c2ccc3c(c2)OCCO3)C1 (stereo not given)
 : 1	-3	-2	-0.5	-13	i	13	0	-6
> COc1ccc(NC(C)=O)cc1CNC(=O)COc1c(C)c(C)cc(C)c1C
 : 7	0	1	1.2	-9	i	-12	-1	-4
> COc1ccc(NC(=O)C2CC(=O)OC23CCCCC3)cc1 (stereo not given)
 : -1	0	4	-0.2	-3	i	3	1	-2
> O=C(c1ccc(Br)c(S(=O)(=O)N2CCOCC2)c1)N1CCN(C/C=C/c2ccccc2)CC1
 : -5	8	-1	2.3	1	i	-1	-2	5
> COc1ccc(N/N=C(/C#N)S(=O)(=O)c2nsc(C)c2C#N)cc1
 : -8	1	0	3.2	-6	i	6	4	1
> COCc1nnc(NC(=O)c2ccc(S(=O)(=O)N3CCCCCC3)cc2)o1
 : -3	9	-1	1.2	-3	i	0	5	-18
> Cc1ccc(C)c(S(=O)(=O)NCc2ccc(C(=O)N3CCN(c4ccccc4)CC3)cc2)c1
 : 5	-3	-2	0.8	-9	i	16	1	8
> O=C(O)c1ccc(Cn2ccc3ccccc32)o1
 : -5	-19	-1	0.2	0	i	4	-1	-4
> COc1cccc(C(C(=O)NC2CCCC2)N(Cc2ccc(C)cc2)C(=O)c2ccco2)c1OC (stereo not given)
 : -4	5	0	2.4	-13	i	-4	0	14
> CCOC(=O)c1c(-c2ccc(F)cc2)csc1NC(=O)C1CC=CCC1C(=O)O (stereo not given)
 : 1	39	-1	0.1	-2	i	-5	2	-10
> COc1cccc(N(CC(=O)NCC2CCCO2)C(=O)CNS(=O)(=O)c2ccccc2)c1 (stereo not given)
 : 2	3	9.8*	-1.2	-15	i	-5	-2	-3

# Some of the entries so far, tab-delimited:
SMILES	MT1-MMP act inh	PABP1 MLLE inh	Rin1 Abl inh	MsrA inh	bovine MsrA act	Rpn11 block	eLon inh	CSN inh	FAS-TE inh
O=C(COc1nnc2ccccn12)N1CCN(S(=O)(=O)c2ccccc2)CC1	4	6	-3	-0.4	0	i	1	2	-7
O=C(Nc1cccc(F)c1)c1cc(S(=O)(=O)N2CCOCC2)ccc1N1CCCC1	0	-10	1	nt	2	i	2	-4	4

# Following part.
# Values run as follows: MT1-MMP act inh	PABP1 MLLE inh	Rin1 Abl inh	MsrA inh	bovine MsrA act	Rpn11 block	eLon inh	CSN inh	FAS-TE inh
> CCCCOC(=O)Nc1nc2ccc([N+](=O)[O-])cc2s1
 : 5	-16	4	0.7	-2	i	-11	-4	-2
> Cc1ccccc1-n1ncc2c(SCC(=O)NC3CCCC3)ncnc21
 : 0	4	3	-1.5	0	i	-5	4	1
> Cc1nn(-c2ccccc2)c2c1C(c1ccc([N+](=O)[O-])cc1)N1C(=N2)C(=O)Nc2ccccc21 (stereo not given)
 : -31	17	-4	0.9	-6	i	-1	-8	79*
> O=c1ccc(Cc2ccc(Cl)cc2)n[nH]1
 : 2	7	1	0.3	-13	i	12	7	-4
> CSc1ccccc1OCc1cc(C(=O)NCCC2=CCCCC2)no1
 : 2	0	3	-0.4	-3	i	-2	3	4
> Cc1cc(C)nc(NC(=O)c2cccs2)c1
 : -2	2	-2	0.3	-3	i	6	-1	-7

# High-throughput results from PubChem BioAssay.
